HSF-1 act – increases HSF-1 driven luciferase reporter signal | NIH3T3-HGL HSF-1 luciferase reporter, MG132, 8 h; 100% = twice DMSO control signal | activation, % at 9 µM | actives 1.7% (n = 300,000);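 active = mean replicate activation of at least 50% with a set share of replicates each reaching 50%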;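 also: 0% = median of the neutral control wells and 100% = twice that signal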
GSK3beta inhib – human GSK3beta kinase inhibition; GST-GSK3beta kinase, ADP-Glo luminescence, 60 min; hits give low values; P49841; AID 2097; activity score (negative = inhibition), % at 10 µM; actives 0.038% (n = 300,000);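 active = more than half of replicate wells score below -50%, meaning over 50% inhibition versus plate controls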;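 also: 0% = median DMSO wells and -100% = median GW8510 positive control wells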
Target sequence (P49841 whole entry, looked up): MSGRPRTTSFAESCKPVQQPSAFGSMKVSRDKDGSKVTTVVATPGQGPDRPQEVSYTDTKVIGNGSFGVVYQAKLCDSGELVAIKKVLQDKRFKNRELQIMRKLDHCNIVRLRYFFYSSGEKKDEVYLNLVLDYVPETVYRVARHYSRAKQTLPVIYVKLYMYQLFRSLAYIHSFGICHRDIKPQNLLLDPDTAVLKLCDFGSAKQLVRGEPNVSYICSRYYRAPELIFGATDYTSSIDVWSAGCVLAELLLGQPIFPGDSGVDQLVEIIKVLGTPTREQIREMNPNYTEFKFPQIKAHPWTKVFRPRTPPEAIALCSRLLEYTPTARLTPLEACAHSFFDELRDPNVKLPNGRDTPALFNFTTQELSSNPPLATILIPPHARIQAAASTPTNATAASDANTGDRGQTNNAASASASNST
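Test system – GST-tagged human GSK3beta kinase, cell-free · Incubation – 60 min enzyme reaction, room temperature · Signal – ADP-Glo luminescence · Also added – peptide substrate and ATP at 25 µM · Controls – DMSO neutral wells and GW8510 at 20 µM as positive · Buffer or medium – Tris/MgCl2 kinase buffer · Measure – Luminescence-derived activity versus plate DMSO and GW8510 wells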
HSP90 inh – inhibitors of HSP90 luciferase refolding in rabbit reticulocyte lysate | luciferase refolding luminescence, 3 h | inhibition, % at 5.6 µM | actives 0.91% (n = 290,000) | AID 1789;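 active = inhibition above the screen-wide mean plus 3 SD, computed separately per campaign, cut at about 16% in these data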;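 also: 0% = DMSO wells and 100% = 60 µM geldanamycin wells; inhibitors lower the luminescence because luciferase stays unfolded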
Platelet DG rel – modulates dense granule release in human platelets; human platelet-rich plasma, SFLLRN dense granule ATP release, luminescence; inhibition, %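 (compounds screened at 7.5 µM in platelet-rich plasma)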; actives 0.22% (n = 300,000); AID 1663;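 active = mean replicate score, as percent of positive control, at or above 50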
IEC-6 cytotox – counter-screen for KLF5 inhibitors: cytotoxicity in IEC-6 cells. IEC-6 cytotoxicity, luminescence viability. inhibition, % at 5 µM. actives 0.78% (n = 290,000); in the data active = inhibition above about 22%;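 also: 0% = plate median of test compound wells and 100% = cytotoxic reference compound wells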
HSF1 inh – HSF1 inhibition; activity change, negative = inhibition, % at 7.5 µM (by protocol); NIH3T3-HGL HSE-luciferase, MG132-induced, luminescence 8 h; hits give low values; actives 0.77% (n = 300,000); AID 2098;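 active = more than half of replicate wells show activity change below -50%, luminescence cut by over half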;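 also: luciferase reports HSF-1 transcriptional activity via heat shock element; 0% = median of DMSO wells and -100% = zero luminescence signal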
KLF5 inh – inhibitors of KLF5 expression; inhibition, % at 5 µM; actives 0.23% (n = 290,000); DLD-1 KLF5 promoter-luciferase reporter, luminescence; AID 1700;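 active = inhibition above a per-plate limit of that plate's mean compound inhibition plus 3 SD, cut at about 60% in these data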;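 also: 0% = DMSO wells and 100% = LY294002 at 200 µM; higher means less KLF5 promoter-driven luciferase light; inactives centre near -14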
DYRK1A inh – Dyrk1A (rat) kinase inhibition; Q63470; ADP-Glo luminescence, NFATc1 peptide; inhibition, % at 12.5 µM; actives 0.43% (n = 310,000); in the data active = inhibition above about 50%;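 also: plate controls were vehicle with enzyme for no effect and no enzyme for full effect; many of its hits are not listed in these tables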
aSyn 5UTR inh – 5' untranslated region of α-synuclein, MLPCN primary screen; alpha-synuclein 5'UTR reporter, inhibitor activity; inhibition, % (tested at 7.5 µM); actives 0.82% (n = 300,000); AID 1813; in the data active = inhibition above about 60%;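 also: H4 neuroglioblastoma cells stably carrying SNCA 5'UTR luciferase fusion; 0% = DMSO wells and 100% = positive control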
GSK3A inh – blocks human GSK-3 alpha kinase | AID 2650 | actives 0.1% (n = 320,000) | ADP-Glo luminescence, 60 min | inhibition, % at 10 µM | P49840;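 in the data active = inhibition above about 50%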;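 also: GST-tagged GSK-3 alpha with peptide substrate and 25 µM ATP; 0% = DMSO neutral wells and 100% = GW8510 positive control wells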
Target sequence (P49840 whole entry, looked up): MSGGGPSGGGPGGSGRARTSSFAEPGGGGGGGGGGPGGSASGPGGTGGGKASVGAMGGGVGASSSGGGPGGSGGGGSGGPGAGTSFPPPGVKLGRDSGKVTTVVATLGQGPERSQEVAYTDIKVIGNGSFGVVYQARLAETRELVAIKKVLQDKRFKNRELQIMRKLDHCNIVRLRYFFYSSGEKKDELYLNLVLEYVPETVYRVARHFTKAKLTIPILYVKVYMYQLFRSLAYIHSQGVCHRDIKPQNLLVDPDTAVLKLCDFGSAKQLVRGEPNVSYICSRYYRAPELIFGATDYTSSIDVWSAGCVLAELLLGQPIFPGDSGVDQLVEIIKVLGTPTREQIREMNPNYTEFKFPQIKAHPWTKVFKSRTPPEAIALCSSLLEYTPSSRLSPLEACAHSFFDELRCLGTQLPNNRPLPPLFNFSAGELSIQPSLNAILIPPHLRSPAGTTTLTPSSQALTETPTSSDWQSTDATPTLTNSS
An asterisk follows results filed as active; nt = no result given. This is a subset; count on the stated rates, not on these rows.

SMILES	HSF-1 act	GSK3beta inhib	HSP90 inh	Platelet DG rel	IEC-6 cytotox	HSF1 inh	KLF5 inh	DYRK1A inh	aSyn 5UTR inh	GSK3A inh
NC(=O)N/N=C/c1cc(Br)ccc1OCC(=O)NCc1ccccc1	12	0	3	6	6	1	-38	9	-21	1
Cc1ccc(NC(=O)c2onc(C)c2Cl)cc1	36	1	0	7	8	24	-171	5	-151	-2
O=C(NNC1CC(=O)N(c2ccccc2)C1=O)c1ccc(COc2ccccc2Cl)o1 (stereo not drawn)	11	-1	0	5	4	-4	-8	-39	10	1
CCN1CCCc2cc(CN(CCN3CCOCC3)C(=S)Nc3ccccc3OC)ccc21	-5	1	1	9	-2	0	-6	-5	-5	-4
FC(F)(Cl)c1nnc2ccc(Sc3ccccn3)nn12	-9	-1	1	-7	0	-13	-20	-1	4	-2
O=C(NNc1c(Cl)cccc1Cl)c1c(F)cccc1Cl	-1	1	4	-3	5	-7	-19	-5	7	-3
Cc1ccc(NC(=O)Cn2cnc3cc([N+](=O)[O-])ccc3c2=O)cc1	-11	3	-2	-1	0	-5	2	0	8	1
C[n+]1cccc(CNC(=O)/C=N/O)c1	-12	0	2	9	-1	-12	-33	-6	-14	nt
c1ccc(-n2nnnc2-n2nnc3ccccc32)cc1	-6	-18	1	0	3	-2	4	9	-60	1
CCOC(=O)CNC(=O)CSc1nc(N(C)C)nc(N2CCOCC2)n1	10	-1	-2	-20	-6	3	-18	-6	18	-3
CCN1CCN(C(=O)c2nn(-c3ccccc3)c(=O)c3ccccc23)CC1	-6	2	0	5	1	-3	-21	-5	9	nt
COc1ccc(C(=O)NCC(=O)OCc2ccc([N+](=O)[O-])cc2)cc1	47	-3	-4	1	4	14	21	0	-2	2
O=S(=O)(c1ccccc1)c1cnc(-c2ccccc2)nc1N1CCCCC1	17	-21	2	-2	-4	5	6	2	-8	0
Cc1ccc(C(=O)Nc2ccc3c(c2)OCCO3)c(C)c1	-27	-5	65*	34	9	-20	65*	14	73*	6
COc1cccc(-c2noc(N)c2C#N)c1	11	-2	2	16	7	2	-39	63*	-16	5
O=C(CN1C(=O)CCSc2ccc(S(=O)(=O)N3CCOCC3)cc21)Nc1ccccc1Cl	0	-4	1	1	-1	3	-11	2	-2	-2
O=C(Nc1ccccc1)C1CC2CCCC(C1)C2=O (stereo not drawn)	9	-2	-2	-7	0	-4	-18	2	-8	-1
CC(C)CC(c1nnnn1CC1CCCO1)N1CCN(C2CCCC2)CC1 (stereo not drawn)	-3	-2	1	10	-1	-3	-28	4	8	nt
Cc1ccc(Nc2c(-c3ccco3)nc3ccccn23)cc1	43	1	0	-2	0	23	-26	nt	-83	-1
COc1ccc(S(=O)(=O)NC2CC2)cc1C(=O)N1CCOCC1	-3	-1	2	-5	1	-1	-6	-3	-1	-3
CC(=O)N1CCN(S(=O)(=O)c2cccc(C(=O)Nc3ccc4c(c3)CCC4)c2)CC1	5	2	2	2	9	-1	-18	5	6	-2
NS(=O)(=O)c1ccc(-c2ccc(/C=C3\NC(=S)NC3=O)o2)cc1	-5	-28	1	-1	-5	-15	-12	75*	-13	4
CC(C)(C)OC(=O)N1CCN(C(=O)c2cccnc2Cl)CC1	1	-3	3	-9	-4	0	-15	0	-13	0
CC(C)(C)c1ccc(OC(=O)c2ccc3nsnc3c2)cc1	-3	3	-2	-2	0	5	-5	nt	2	-1
C=CCNC(=O)c1onc(CSc2ccc(F)cc2)c1C(=O)NCCOC	14	-2	-4	5	4	9	-21	3	19	2
COc1ccc(CCNc2ccc(C(=O)O)cc2[N+](=O)[O-])cc1OC	5	6	0	5	-8	6	-20	2	5	1
COC(=O)N1CCN(c2ccc(OC)cc2)CC1	-10	2	2	5	3	-9	5	1	16	-3
Cc1ccccc1NC(=S)N(Cc1cccnc1)Cc1ccco1	1	0	3	-6	-4	8	-33	9	0	1
CCOC(=O)c1ccc(S(=O)(=O)Nc2nc3cc(S(=O)(=O)NC4=NCCCCC4)ccc3s2)cc1	-4	0	4	9	4	-2	3	2	1	-3
CCOC(=O)CCc1c(C)c2ccc(OCc3ccc([N+](=O)[O-])cc3)cc2oc1=O	15	-1	-5	2	-11	7	12	-3	19	-2
CCc1ccc(-c2nc(-c3ccncc3)no2)cc1	nt	nt	0	nt	-4	nt	-119	3	nt	2
CC(C)C(NC(=O)c1ccc(Br)cc1)C(=O)NC1=NCCS1 (stereo not drawn)	1	1	3	1	4	-5	-10	19	-5	1
S=C1NCCOCCOCCOCCOCCNC(=S)NCCOCCOCCOCCOCCN1	-11	0	-1	0	2	-6	4	-7	-25	1
CC(=O)Nc1cccc(/C(C)=N/NC(=O)c2ccc(O)cc2)c1	-2	1	-1	0	6	-4	-61	0	22	-1
CCOC(=O)C1=C(C)N(CCCCCC(=O)O)C(=O)NC1c1ccc(Br)cc1 (stereo not drawn)	-11	2	-3	9	0	2	-10	-19	14	-2
O=C(CN1C(=O)NC2(CCCC2)C1=O)N1CCc2ccccc2C1	1	1	2	-3	-4	-5	-46	-3	-4	0
COc1cccc2cc(-c3cc(=O)oc4cc(C)c(O)cc34)oc12	4	-1	-3	-2	-4	-4	-23	-4	32	-14
CC(=O)C1=C(O)C(=O)N(c2ccc(O)cc2)C1c1ccccc1Cl (stereo not drawn)	3	3	-3	5	9	-1	-22	12	12	-3
COc1cccc(C2Nc3ccccc3C(=O)N2O)c1O (stereo not drawn)	28	2	8	-4	5	13	-100	18	-11	-2
COc1ccc(Cl)cc1NC(=S)N1CCCCCC1	17	-6	0	0	0	13	-6	nt	-12	-2
Cc1ccc(C(=O)Nc2cccc(C(=O)NCc3ccccc3)c2)cc1	11	-4	-1	-12	-2	11	-2	-6	15	nt
CCN1CCN(c2nc(-c3ccccn3)nc3ccccc23)CC1	-8	-2	-1	-4	-2	-6	-19	-3	-5	-2
Cc1cc(C(=O)N(NC(=O)C(C)C)c2ccccc2)cs1	-17	3	0	18	11	-6	-21	-7	9	1
CCCC(C)c1nnc(NC(=O)CCS(=O)(=O)c2ccccc2)s1 (stereo not drawn)	33	0	-2	-6	2	4	-3	0	-7	0
Cc1ccc(C(=O)c2cc3ccccc3o2)cc1	11	1	-4	5	-3	16	-57	0	-170	1
COc1ccc(OC)c(C(c2nnnn2CCc2ccccc2)N2CCN(c3ccccc3)CC2)c1 (stereo not drawn)	4	-3	3	nt	-1	10	15	-2	14	2
CCCSc1nc2c(c(=O)[nH]c(=O)n2C)n1CC(O)COc1ccccc1 (stereo not drawn)	1	-1	-3	-3	-1	-4	-15	-6	24	3
COC(C)(C)[C@]12CC(O)(c3ccccc3)ON1[C@H]1CCCCC1N2O (stereo partly drawn)	8	-2	-3	-2	4	-1	21	3	-5	0
Cc1cc(NC(=O)c2cccnc2Cl)ccc1NC(=O)c1cc2ccccc2o1	47	0	-3	-15	-4	12	-18	-5	-3	0
CN(C)C(CNC(=O)c1ccc(S(=O)(=O)Nc2ccccc2F)cc1)c1ccccc1 (stereo not drawn)	-15	-1	4	6	0	-6	-14	3	-17	-1
COc1cc(C)c(CN2CCSCC2)cc1C	-9	2	4	-7	2	-4	-6	-5	-15	1
CC1CCCCN1Cc1ccc(-c2nn[nH]n2)cc1 (stereo not drawn)	-13	0	4	0	7	-2	-16	4	-11	2
CCCCCCCCCCCCN1C/C(=C\C(=O)OCC)c2cc(C(F)(F)F)ccc2S1(=O)=O	13	0	-3	-3	5	1	-23	7	15	-2
CN(Cc1ccccc1Cl)C(=O)C1CCC(=O)N(CCc2cccc(F)c2)C1 (stereo not drawn)	10	4	-4	17	-1	9	-14	2	1	2
CC(CC(=O)NCc1ccc(F)cc1)c1ccccc1 (stereo not drawn)	2	3	-2	-1	-6	-7	2	-1	6	-2
COc1ccccc1NS(=O)(=O)c1cc(NC(=O)c2ccc(=O)[nH]c2)ccc1N1CCOCC1	-10	1	2	-12	-4	-1	-13	-1	-18	0
CCOC(=O)c1ccc(CNC(=O)Cn2nnc(-c3ccccc3)n2)o1	0	0	2	8	-5	1	-18	nt	1	-3
O=c1cc(CSc2nnc(-c3ccco3)o2)c2ccccc2[nH]1	1	-5	-2	-4	2	2	-20	1	-6	6
Cc1ccc(C)c(NC(=O)CN(C)S(=O)(=O)c2ccccc2)c1	22	3	6	10	5	-1	16	0	6	3
CC1(C)C(=O)OC(C(=O)c2ccccc2)C2(CCCCC2)C1=O (stereo not drawn)	9	1	-1	3	-9	-5	0	-2	12	0

Molecules from the list above that have an aryl thioether with sulfur outside any ring (5):
SMILES	HSF-1 act	GSK3beta inhib	HSP90 inh	Platelet DG rel	IEC-6 cytotox	HSF1 inh	KLF5 inh	DYRK1A inh	aSyn 5UTR inh	GSK3A inh
FC(F)(Cl)c1nnc2ccc(Sc3ccccn3)nn12	-9	-1	1	-7	0	-13	-20	-1	4	-2
CCOC(=O)CNC(=O)CSc1nc(N(C)C)nc(N2CCOCC2)n1	10	-1	-2	-20	-6	3	-18	-6	18	-3
C=CCNC(=O)c1onc(CSc2ccc(F)cc2)c1C(=O)NCCOC	14	-2	-4	5	4	9	-21	3	19	2
CCCSc1nc2c(c(=O)[nH]c(=O)n2C)n1CC(O)COc1ccccc1 (stereo not drawn)	1	-1	-3	-3	-1	-4	-15	-6	24	3
O=c1cc(CSc2nnc(-c3ccco3)o2)c2ccccc2[nH]1	1	-5	-2	-4	2	2	-20	1	-6	6

The list continues.
SMILES	HSF-1 act	GSK3beta inhib	HSP90 inh	Platelet DG rel	IEC-6 cytotox	HSF1 inh	KLF5 inh	DYRK1A inh	aSyn 5UTR inh	GSK3A inh
Cc1cc(Cl)ccc1OCC(=O)Nc1ccccc1N1CCOCC1	24	3	-3	-1	-1	8	-10	1	35	0
COc1ccc(C2NC(=O)NC(O)(C(F)(F)F)C2C(=O)c2ccc(F)cc2)cc1 (stereo not drawn)	19	5	4	23	-4	9	-48	-2	6	0
Cc1c(CN2CCc3c([nH]c4ccccc34)C2C2CCCCC2)cnn1C (stereo not drawn)	9	-2	-2	4	5	1	8	5	0	-1
C/C(=N\NC(=O)CSc1nnc(C)s1)c1ccc(O)cc1	10	-7	0	-9	-3	-2	21	3	-1	5
O=S1(=O)CCN(Cc2ccc(Cl)cc2)CC1	-8	-3	1	-9	6	-8	0	9	2	3
CCCC[C@@H]1CNC(=O)C(=O)N1CCCc1cc(OC)c(OC)c(OC)c1	-11	-1	nt	0	nt	1	nt	3	9	3
COc1ccc(C(CNC(=O)Cc2c(F)cccc2Cl)N2CCCCC2)cc1 (stereo not drawn)	-1	0	0	2	0	-3	-6	-6	-7	-4
S=c1[nH]nc(COc2ccccc2)n1/N=C/c1cccs1	12	2	3	-7	9	27	0	9	-1	12
O=S(=O)(NCC1CCN(c2ccc(S(=O)(=O)N3CCOCC3)cc2)CC1)c1ccc(F)cc1	12	-5	-1	1	5	0	-13	-1	10	-2
Cc1ccc(Cl)cc1NC(=O)c1ccccc1OCC(=O)N1CCOCC1	-5	0	4	5	11	-5	-10	8	19	6
O=C(CCCc1ccccc1)NCCc1ccc(F)cc1	35	4	1	0	0	-3	-21	4	-25	-1
Cc1ccc(C(=O)N2CCc3ccccc32)cc1	66*	-2	0	-1	2	23	-26	3	-112	0
COc1cc2nc(Nc3ccc(C)c(Cl)c3)nc(N)c2cc1OC	14	3	-1	2	3	7	-55	9	99*	-1
